EPAC1 antag: qHTS for Antagonist of cAMP-regulated guanine nucleotide exchange factor 3 (EPAC1): primary screen; Rap guanine nucleotide exchange factor 3 (Homo sapiens), O95398; EPAC1 GEF assay, Rap1b-BODIPY-GDP exchange fluorescence; Potency, µM (series often up to 115 µM), without a hit: at the highest dose activity change, negative = inhibition, actives largely listed as inhibitors; 360,000 compounds, 0.14% hits; AID 720709, 2013;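 further: potency means the concentration at half of the fitted maximal effect; plate controls were vehicle for no effect and positive control for full effect; nearly all actives have a fitted effect of over 50% in size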
PLK1 PBD inh: qHTS for Inhibitors of PLK1-PDB (polo-like kinase 1 - polo-box domain): Primary Screen; Serine/threonine-protein kinase PLK1 (Homo sapiens), P53350; Plk1 PBD binding of FITC phosphopeptide, fluorescence polarization; Potency, µM, for inactives: max response, negative = inhibition, most hits filed as inhibitors; 360,000 compounds, 2.8% hits; AID 720504, 2013; further: potency means the concentration at half of the fitted maximal effect; series mostly up to about 57 µM; on the % scale 0 is the no-effect control and ±100 the full control effect; nearly all actives have a fitted effect of over 65% in size
EPAC1 ag: qHTS for Agonist of cAMP-regulated guanine nucleotide exchange factor 3 (EPAC1): primary screen. Rap guanine nucleotide exchange factor 3 (Homo sapiens), O95398. 360,000 compounds, 0.073% hits. Potency, µM (titrated, usually from 154 µM), without a hit: top-dose activation, most hits filed as activators. EPAC1 agonist qHTS, biochemical assay; response scale: 100% = response to 6.5 mM cAMP; further: potency means the concentration at half of the fitted maximal effect; nearly all actives have a fitted effect of over 60% in size
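Multi-concentration qHTS readout: loss of Rap1B-bound BODIPY-GDP fluorescence driven by 100 nM EPAC1 with excess GDP (50 uM), monitored kinetically at room temperature; agonist response expressed relative to 6.5 mM cAMP.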
CCT chaperon mod: High-Throughput Screening for Modulators of Cytosolic Chaperonin Activity | 360,000 compounds, 0.3% hits | purified chaperonin ATPase assay, HTRF ADP detection, 30 min | AID 651819, 2012 | activity change, % (test concentration not listed), hits read low; in the data active means activity change below about -30%; further: on the % scale 0 is the no-effect control and ±100 the full control effect
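ATPase activity: ADP formed was measured by HTRF Transcreener (665/615 nm ratio) after 30 min at 37 deg C with 10 uM ATP. Compounds screened at one 76 uM concentration against 40 or 20 nM TRiC in Tris pH 7.4/KCl/MgCl2/DTT buffer.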
EPAC2 antagonist: qHTS for Antagonist of cAMP-regulated guanine nucleotide exchange factor 2 (EPAC2): primary screen; Potency, µM (series often up to 114 µM), for the others: at the highest dose activity, negative = inhibition, usual class: inhibitors; Rap guanine nucleotide exchange factor 4 (Homo sapiens), Q8WZA2; 360,000 compounds, 0.18% hits; EPAC2 GEF exchange of Rap1B-BODIPY-GDP, fluorescence; further: potency means the concentration at half of the fitted maximal effect; on the % scale 0 is the no-effect control and ±100 the full control effect; nearly all actives have a fitted effect of over 45% in size; many of its hits are not listed in these tables
MmCpn inh: Inhibitors of TCP-1 ring complex (TRiC) of Methanococcus maripaludis (MmCpn): qHTS. Chaperonin Mm-Cpn (Methanococcus maripaludis). purified Mm-Cpn ATPase, ADP Transcreener TR-FRET. Potency, µM (top dose mostly 76.9 µM), without a hit: at the highest dose activity, negative = inhibition, hits mostly inhibitors. 330,000 compounds, 0.031% hits; further: potency means the concentration at half of the fitted maximal effect; on the % scale 0 is the no-effect control and ±100 the full control effect; nearly all actives have a fitted effect of over 80% in size
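Inhibition of chaperonin ATP hydrolysis is measured as reduced ADP production, detected by competitive TR-FRET in which signal falls with ADP. Final enzyme 25 nM and ATP 10 uM, reacted 30 min at 37°C.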
PI5P4K alpha inh: qHTS for Inhibitors of phosphatidylinositol 5-phosphate 4-kinase (PI5P4K); PI5P4Kalpha enzyme, ADP-Glo luminescence, 60 min; hits give low values; 330,000 compounds, 1.2% hits; max response, %; Phosphatidylinositol 5-phosphate 4-kinase type-2 alpha (Homo sapiens), P48426; AID 652105, 2013; active means max response of -50% or lower; inconclusive means between -30% and -50%; inactive means -30% or higher; further: value at the top dose of about 77 µM; on the % scale 0 is the no-effect control and ±100 the full control effect
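Enzyme plus substrate dispensed, test compounds pinned in, then ATP (5 microM final) added. After 60 min at RT, ADP-Glo reagent 1 for 45 min and reagent 2 for 30 min preceded luminescence imaging.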
WRN inhibitor: qHTS for Inhibitors of WRN Helicase; Bifunctional 3'-5' exonuclease/ATP-dependent helicase WRN (Homo sapiens), Q14191; AID 651768, 2012; 360,000 compounds, 0.46% hits; WRN helicase unwinding, fluorescent forked duplex, kinetic; Potency, µM (top dose mostly 114 µM), without a hit: at the top dose activity change, negative = inhibition, most hits filed as inhibitors; further: potency means the concentration at half of the fitted maximal effect; on the % scale 0 is the no-effect control and ±100 the full control effect; nearly all actives have a fitted effect of over 55% in size
Target sequence (Q14191 whole entry, looked up): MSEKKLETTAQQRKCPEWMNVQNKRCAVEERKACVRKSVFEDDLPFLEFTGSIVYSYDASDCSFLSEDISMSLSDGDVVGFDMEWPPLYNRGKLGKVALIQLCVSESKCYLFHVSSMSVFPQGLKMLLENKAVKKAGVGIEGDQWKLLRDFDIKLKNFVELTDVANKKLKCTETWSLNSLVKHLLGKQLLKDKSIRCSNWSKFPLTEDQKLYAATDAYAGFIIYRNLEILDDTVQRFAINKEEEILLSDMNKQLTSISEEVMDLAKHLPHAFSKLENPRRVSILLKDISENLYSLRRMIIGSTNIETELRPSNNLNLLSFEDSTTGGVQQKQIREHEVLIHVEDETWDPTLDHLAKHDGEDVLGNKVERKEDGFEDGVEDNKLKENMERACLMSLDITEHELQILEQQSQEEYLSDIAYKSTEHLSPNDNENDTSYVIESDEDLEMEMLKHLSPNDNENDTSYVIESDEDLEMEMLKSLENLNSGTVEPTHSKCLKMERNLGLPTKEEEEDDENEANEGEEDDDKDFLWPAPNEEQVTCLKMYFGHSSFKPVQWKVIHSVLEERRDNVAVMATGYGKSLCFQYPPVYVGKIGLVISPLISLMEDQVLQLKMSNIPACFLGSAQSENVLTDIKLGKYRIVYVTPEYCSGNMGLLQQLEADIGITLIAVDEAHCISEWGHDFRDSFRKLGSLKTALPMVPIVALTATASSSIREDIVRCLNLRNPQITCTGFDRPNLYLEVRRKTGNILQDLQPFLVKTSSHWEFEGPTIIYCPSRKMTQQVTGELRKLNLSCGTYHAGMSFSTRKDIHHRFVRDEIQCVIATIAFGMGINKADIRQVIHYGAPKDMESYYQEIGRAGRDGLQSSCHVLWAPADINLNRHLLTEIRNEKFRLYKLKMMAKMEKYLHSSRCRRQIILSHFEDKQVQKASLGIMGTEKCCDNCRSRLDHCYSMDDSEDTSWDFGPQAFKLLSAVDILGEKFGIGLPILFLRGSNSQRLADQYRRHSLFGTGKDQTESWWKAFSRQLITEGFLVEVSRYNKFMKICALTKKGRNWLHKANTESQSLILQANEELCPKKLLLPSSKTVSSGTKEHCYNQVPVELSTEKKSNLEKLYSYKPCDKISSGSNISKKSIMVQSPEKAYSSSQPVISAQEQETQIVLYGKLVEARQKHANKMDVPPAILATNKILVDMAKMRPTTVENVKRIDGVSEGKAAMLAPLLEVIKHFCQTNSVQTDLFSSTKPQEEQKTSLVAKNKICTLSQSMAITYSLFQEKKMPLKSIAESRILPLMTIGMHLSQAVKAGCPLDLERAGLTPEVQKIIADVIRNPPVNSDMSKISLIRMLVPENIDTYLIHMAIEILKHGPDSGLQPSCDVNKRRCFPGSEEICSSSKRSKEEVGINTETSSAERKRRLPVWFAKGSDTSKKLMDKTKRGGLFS
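Primary qHTS, 1536-well format. 20 nM WRN + compound, 15 min RT; start with 100 nM forked fluorophore/quencher duplex, 2 mM ATP (final); kinetic read ex 525/em 598 nm.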
Starred values were filed as active, the others as inactive; u = inconclusive; x = no result given; & = joins results of further samples; [ ] = remark or other dose. Unless noted, the call rests on the fitted dose curve; in most records, active means well fitted curve in the direction sought with a large enough effect; inconclusive means small, poorly fitted or top-dose-only effect, or another doubt; inactive means no such curve, though single readings can be large; an effect the other way counts as inactive or inconclusive. Only part of the results is shown; count on the stated rates, not on these rows.

nr	canonical_smiles	MmCpn inh	PLK1 PBD inh	EPAC1 ag	CCT chaperon mod	EPAC1 antag	EPAC2 antagonist	PI5P4K alpha inh	WRN inhibitor
1	C=CCSC1=C(C#N)C(c2ccccc2)CC(=O)N1 (stereo not given)	-1%	-13%	-9%	1.3	0%	-5%	-12	11%
2	Cc1nn(CCCC(=O)NCc2ccco2)c(=O)c2nn(-c3ccccc3)c(C)c12	4%	-22%	11%	-0.7	-12%	-1%	0	-7%
3	CCCc1cc(=O)[nH]c(SCC(=O)Nc2cc(S(=O)(=O)N3CCOCC3)ccc2Cl)n1	1%	-14%	1%	-0.8	-6%	-4%	-3	-4%
4	Cc1ccc(Cn2c(C)nc3ccc([N+](=O)[O-])cc3c2=O)cc1	-2%	-8%	-3%	0.6	-16%	-8%	-2	-2%
5	COc1c([N+](=O)[O-])cc(C(=O)NNC(=O)c2ccc(C)cc2)cc1[N+](=O)[O-]	-1%	-21%	5%	-2.3	-18%	-11%	-1	5%
6	COc1ccc(-c2[nH]n(-c3ccc([N+](=O)[O-])cc3)c(=O)c2C=NCc2ccncc2)cc1	2%	-13%	3%	-1.5	-24%	-10%	7	u
7	CCOC(=O)N1C2=NC(C(=O)OC)=C(C(=O)OC)[C@@H]3N(C)c4ccccc4[C@]23C[C@H]1C(=O)OC	-3%	-4%	-9%	0.6	9%	8%	0	-2%
8	COc1ccc(N2CCN(C(=O)CC3NC4CCCCC4NC3=O)CC2)cc1 (stereo not given)	-1%	-8%	-9%	1.5	0%	13%[57.1 µM]	5	28%
9	Cc1cccc(OCCOC(=O)C2CCN(S(=O)(=O)c3ccc(C)c(C)c3)CC2)c1	1%	-5%	14%	-2.4	-5%	-2%	11	-28%
10	OCC1(Cc2ccc(Cl)cc2)CCN(CCCc2ccccc2)CC1	-2%	-12%	-4%	0.2	-4%	-2%	20	-1%
11	COc1ccc(N(CC(=O)N2CCc3ccccc3C2)S(=O)(=O)c2c(C)[nH]c(=O)[nH]c2=O)cc1	0%	4%	-19%	-3.3	6%	19%	2	-2%
12	Cc1cccc(-n2ncc3c2CCCC3NC(=O)c2cccs2)c1C (stereo not given)	x	6%	-10%	0.2	18%	0%	5	4%

A draw from above in order of count of non-hydrogen atoms, ascending.
nr	canonical_smiles	MmCpn inh	PLK1 PBD inh	EPAC1 ag	CCT chaperon mod	EPAC1 antag	EPAC2 antagonist	PI5P4K alpha inh	WRN inhibitor
4	Cc1ccc(Cn2c(C)nc3ccc([N+](=O)[O-])cc3c2=O)cc1	-2%	-8%	-3%	0.6	-16%	-8%	-2	-2%
10	OCC1(Cc2ccc(Cl)cc2)CCN(CCCc2ccccc2)CC1	-2%	-12%	-4%	0.2	-4%	-2%	20	-1%
6	COc1ccc(-c2[nH]n(-c3ccc([N+](=O)[O-])cc3)c(=O)c2C=NCc2ccncc2)cc1	2%	-13%	3%	-1.5	-24%	-10%	7	u

The listing continues.
nr	canonical_smiles	MmCpn inh	PLK1 PBD inh	EPAC1 ag	CCT chaperon mod	EPAC1 antag	EPAC2 antagonist	PI5P4K alpha inh	WRN inhibitor
13	CC1CCCC(C)N1C(=O)COC(=O)c1cc(F)c(F)cc1Cl (stereo not given)	3%	-1%	1%	1.3	17%	0%	-7	-5%
14	Cc1c(C(=O)O)sc2ncn(C)c(=O)c12	3%	0%	-5%	-13	3%	14%	x	6%
15	Cc1ccc(S(=O)(=O)NCCN2CCOCC2)c(C)c1C	1%	0%	-3%	2.5	2%	8%	7	6%
16	Cc1cc(NC(=S)N(CCN2CCOCC2)Cc2ccccc2F)ccc1Cl	1%	-4%	1%	-1.8	u	1%	-13	-29%
17	OCCN(CCO)CC(O)COc1ccc(C23CC4CC(CC(C4)C2)C3)cc1 (stereo not given)	-1%	-7%	3%	-1.1	3%	2%	-3	4%
18	O=C(Nc1ccccc1)C1=C[C@H](C2CCCCC2)C[C@H](OCc2ccc(CO)cc2)O1	x	5%	-17%	-0.9	-14%	-1%	23	-6%
19	COc1ccc(OC)c(NC(=O)c2ccc(CSc3nnc(C)s3)cc2)c1	1%	-4%	8%	-0.8	-18%	-8%	8	-17%
20	CC(C)Cc1nc2sc3c(=O)n(N)cnc3c2c2c1COC(C)(C)C2	-1%	-2%	-12%	0.6	-14%	-13%	2	3%
21	Cc1c(C(=O)NNc2c(Cl)cccc2Cl)n(C)oc1=O	0%	-4%	14%	-0.6	-9%	-2%	2	-9%
22	O=c1c(-c2ccc(O)cc2O)coc2cc(O)cc(O)c12	x	4%	-15%	-1.9	-1%	14%	-8	1%[11.6 µM]
23	O=C(NC1CCCCC1)c1cc(-c2ccco2)on1	1%	-3%	3%	1.7	10%	5%	-2	-8%
24	O=C(Nc1cccnc1)c1c(O)c2cccc3c2n(c1=O)CC3	-1%	-7%	0%	6.6	8%	-4%	-2	11%
25	Cc1ccc(S(=O)(=O)NCCC(=O)OCC(=O)N2CCCC2=O)cc1	4%	-10%	11%	-3.2	13%	-3%	-3	-31%
26	COc1ccccc1N(C(=O)Cn1nnc(-c2ccc(C)o2)n1)C(C(=O)NC1CCCC1)c1ccncc1 (stereo not given)	0%	5%	-15%	0.0	-26%	-24%	2	-15%
27	NS(=O)(=O)c1ccc(CCNC(=O)COC(=O)C2CCN(c3ccc(C(F)(F)F)cn3)CC2)cc1	-6%	3%	-5%	1.4	6%	23%	8	-2%
28	C#CCN1C(=O)S/C(=C\c2cc3c(cc2OC)OCO3)C1=O	0%	5%	1%	2.1	15%	7%	2	-5%
29	Cc1ccc(NC(=O)c2ccc(S(=O)(=O)NCc3ccco3)cc2)cc1	1%	-9%	-4%	-1.6	-6%	4%	0	-4%
30	CCN(CC)Cc1oc(CO)cc(=O)c1O	3%	-12%	-9%	2.3	5%	22%	1	-15%
31	CC1CCCN(C(=O)c2ccc3nc[nH]c3c2)C1 (stereo not given)	-13%	-12%	-1%	-2.0	-10%	10%	-4	5%
32	CCOC(=O)c1c(C)nc2sc(C(=O)Nc3ccccc3)c(N)c2c1-c1ccc(OC)cc1	-6%	-1%	0%	-2.9	-12%	0%	21	-8%
33	CC(C)(O)C(=O)NNC(=S)NCc1ccco1	1%	-4%	-11%	-0.5	-2%	4%	2	4%
34	CN(C)CCN(Cc1ccccc1)C(=O)c1[nH]c(C(F)(F)F)nc1-c1ccccc1	x	-9%	-20%	0.6	23%	2%	1	5%
35	COCC(=O)Nc1ccc2nc3n(c(=O)c2c1)CCCCC3	1%	4%	-2%	-0.2	-12%	3%	-3	-3%
36	Cc1onc(-c2c(Cl)cccc2Cl)c1C(=O)NC(=S)N1CCOCC1	-2%	3%	1%	0.7	-3%	3%	-6	7%
37	O=C(NC1CC1)c1cc2c(s1)CS(=O)(=O)C2	1%	-1%	-1%	-1.1	27%	5%	0	2%
38	Oc1c(C=C2N=c3ccccc3=N2)sc(=S)n1-c1ccc(F)cc1	0%&2%	u	8%&-17%	0.0&0.4	-7%&-14%	-1%&17%	13&1	-2%&0%
39	CCN(c1ccccc1)S(=O)(=O)c1ccc(OC)c(NC(=O)C2CCC2)c1	1%	-9%	8%	-2.0	-8%	-8%	6	-17%
40	O=C(CCn1c(=O)sc2ccccc21)NC1CCCCC1	3%	3%	-4%	2.2	19%	3%	-4	6%
41	O=C1CCCN1CC(O)CS(=O)(=O)Cc1ccccc1Cl (stereo not given)	1%	-13%	5%	-1.3	-17%	3%	1	7%
42	O=C(NC(O)C(=O)c1ccc(F)cc1)c1ccc(F)cc1 (stereo not given)	-2%	0%	0%	-4.7	-7%	8%	0	1%
43	Cc1cccc(Nc2nc(N)nc(CN3CCN(c4ccccc4)CC3)n2)c1	1%	-6%	3%	-3.3	0%	-6%[57.1 µM]	-5	3%
44	COc1ccc(OC)c(C2=C[N+](=O)C(C)(C)C(C)(C)N2[O-])c1	-1%	-9%	7%	-2.1	-10%	-1%	2	5%
45	CCn1c(SCC(=O)NC(=O)NC(C)(C)C)nc2ccccc21	0%	9.5µM*	3%	-0.3	3%	0%	-16	-11%
46	Cc1ccc(Cn2c(=N)c(C(=O)NCCN3CCOCC3)cc3c(=O)n4ccccc4nc32)cc1	-11%	1%	-2%	-2.3	-1%	-1%	2	6%
47	CCC(=O)Nc1ccc(Br)c(Cl)c1	-1%	-7%	8%	-2.1	-6%	-3%	-4	5%
48	C=CCNC(=O)CC(=O)N/N=C/c1ccc(C(=O)OC)cc1	0%	-4%	12%	-4.3	-3%	-7%	6	1%

Compounds 37–41, reprinted for reference:
nr	canonical_smiles	MmCpn inh	PLK1 PBD inh	EPAC1 ag	CCT chaperon mod	EPAC1 antag	EPAC2 antagonist	PI5P4K alpha inh	WRN inhibitor
37	O=C(NC1CC1)c1cc2c(s1)CS(=O)(=O)C2	1%	-1%	-1%	-1.1	27%	5%	0	2%
38	Oc1c(C=C2N=c3ccccc3=N2)sc(=S)n1-c1ccc(F)cc1	0%&2%	u	8%&-17%	0.0&0.4	-7%&-14%	-1%&17%	13&1	-2%&0%
39	CCN(c1ccccc1)S(=O)(=O)c1ccc(OC)c(NC(=O)C2CCC2)c1	1%	-9%	8%	-2.0	-8%	-8%	6	-17%
40	O=C(CCn1c(=O)sc2ccccc21)NC1CCCCC1	3%	3%	-4%	2.2	19%	3%	-4	6%
41	O=C1CCCN1CC(O)CS(=O)(=O)Cc1ccccc1Cl (stereo not given)	1%	-13%	5%	-1.3	-17%	3%	1	7%

Screening data from PubChem BioAssay.
